Screens as filed in PubChem BioAssay.
MEP2 TOR yeast: modulators of MEP2-GFP levels in yeast, primary screen, S. cerevisiae, multiplex flow cytometry, MLPCN library; S. cerevisiae MEP2-GFP strain, 3 h; 100% = DMSO control level; GFP response vs DMSO, % at 10 µM; 330,000 compounds, 0.51% hits; AID 2016, 2009;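 active = GFP response versus DMSO above a set limit, roughly screen mean plus 3 SD, cut at about 180% in these data; inconclusive = fewer than 70 cells counted for a yeast strain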;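 note: median GFP fluorescence of the barcode-gated MEP2-GFP cells per well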
CIT2-GFP yeast: modulators of CIT2-GFP expression in yeast, primary screen, S. cerevisiae, GFP fusion, multiplex flow cytometry, MLPCN library; GFP response vs DMSO, % at 10 µM; 320,000 compounds, 0.065% hits; S. cerevisiae CIT2-GFP strain, 3 h; 100 means same as DMSO wells; AID 2029, 2009;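 active = GFP response relative to DMSO above a set limit, near the screen mean plus 3 SD, cut at about 150% in these data; inconclusive = Fewer than 70 cells measured for a yeast strain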;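 note: ratio of well median GFP fluorescence to mean of DMSO wells on the plate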
AGP1-GFP MLPCN: modulators of AGP1-GFP expression in yeast TOR pathway, primary screen, cell-based, multiplex flow cytometry, S. cerevisiae, MLPCN library; 3 h; GFP as percent of DMSO wells; GFP response vs DMSO, % at 10 µM; 320,000 compounds, 0.02% hits; AID 2066, 2009;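 active = GFP response relative to DMSO above a set limit, near screen average plus 3 SD, cut at about 150% in these data; inconclusive = fewer than 70 cells counted for the yeast strain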;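 note: median GFP channel fluorescence of the gated AGP1 strain per well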
procasp3 activ: activators of human procaspase-3 D3A mutant, primary screen, biochemical, absorbance, PC-3 D3A mutant, single concentration; recombinant procaspase-3 D3A, Ac-DEVD-pNA absorbance 405 nm; 330,000 compounds, 0.11% hits; Caspase-3 (Homo sapiens), P42574; AID 463141, 2010; activation, % at 8.5 µM;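 active = activation above the mean of all tested compounds plus 3 SD, cut at about 21% in these data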;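 note: 0% = DMSO alone and 100% = DMSO wells spiked with extra 5 µM PC-3 D3A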
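System: Procaspase-3 D3A mutant. Medium: Zinc-free 300 mM NaCl, 50 mM HEPES, 0.01% Triton X-100. Schedule: 1 h preincubation plus 2 h reaction at 25 °C. Measured by: 405 nm absorbance of p-nitroaniline, reads at 0 and 120 min. Read-out: percent activation relative to control range.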
AHR act: AHR activators, primary screen, cell-based, luminescence, luciferase reporter, human | Aryl hydrocarbon receptor (Homo sapiens), P35869 | AHR-responsive luciferase reporter cells | activation, % at 5 µM | 320,000 compounds, 2.5% hits | AID 2796, 2010; in the data active = activation above about 47%;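 note: 0% = vehicle wells and 100% = reference agonist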
Target sequence (P35869 whole entry, looked up): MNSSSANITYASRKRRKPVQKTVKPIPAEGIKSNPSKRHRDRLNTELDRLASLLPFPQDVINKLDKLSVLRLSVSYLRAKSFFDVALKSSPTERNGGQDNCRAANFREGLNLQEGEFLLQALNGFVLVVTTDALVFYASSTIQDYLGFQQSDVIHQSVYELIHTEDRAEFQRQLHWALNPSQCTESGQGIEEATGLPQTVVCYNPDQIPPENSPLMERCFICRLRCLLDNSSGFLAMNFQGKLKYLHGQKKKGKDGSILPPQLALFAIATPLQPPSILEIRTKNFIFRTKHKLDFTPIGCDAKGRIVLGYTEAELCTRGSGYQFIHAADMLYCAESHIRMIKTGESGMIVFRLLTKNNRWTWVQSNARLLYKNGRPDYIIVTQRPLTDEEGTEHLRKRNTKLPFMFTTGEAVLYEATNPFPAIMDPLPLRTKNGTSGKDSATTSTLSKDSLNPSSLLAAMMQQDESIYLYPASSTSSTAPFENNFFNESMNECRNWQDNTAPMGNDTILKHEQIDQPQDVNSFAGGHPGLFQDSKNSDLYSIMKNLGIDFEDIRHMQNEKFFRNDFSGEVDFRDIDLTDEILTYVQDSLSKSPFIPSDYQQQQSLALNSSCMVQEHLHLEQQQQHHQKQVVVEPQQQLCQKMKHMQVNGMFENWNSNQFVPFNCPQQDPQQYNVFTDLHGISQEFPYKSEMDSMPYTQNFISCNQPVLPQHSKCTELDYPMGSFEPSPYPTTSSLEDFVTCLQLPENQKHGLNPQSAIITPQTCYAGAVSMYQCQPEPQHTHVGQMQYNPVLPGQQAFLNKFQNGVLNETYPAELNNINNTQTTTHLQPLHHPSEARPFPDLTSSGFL
LAP4 TOR yeast: modulators of LAP4-GFP expression in yeast, primary screen, S. cerevisiae, multiplex flow cytometry, MLPCN library | 320,000 compounds, 0.34% hits | GFP response vs DMSO, % at 10 µM | AID 2023, 2009 | 3 h; median GFP as percent of DMSO wells;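 active = GFP response vs DMSO above a set limit, about the screen mean plus 3 SD, cut at about 150% in these data; inconclusive = under 70 cell events counted for the yeast strain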
RPL19A TOR yeast: RPL19A-GFP expression modulators in yeast, primary screen, cell-based, S. cerevisiae, multiplex flow cytometry, MLPCN; percent response vs DMSO, % at 10 µM; 330,000 compounds, 0.3% hits; S. cerevisiae RPL19A-GFP strain, 3 h; hits give low values;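 active = percent response vs DMSO below 50%; inconclusive = fewer than 70 events counted for the yeast strain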;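 note: median channel GFP fluorescence of the barcoded RPL19A-GFP strain; ratio of sample median GFP to plate DMSO average so 100% = DMSO; lower means less RPL19A-GFP as with rapamycin TOR inhibition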
procasp7 counter: procaspase-7 activators, primary screen, counter-screen for procaspase-3 activator project, biochemical, absorbance, HTS, human; AID 463210, 2010; recombinant procaspase-7, Ac-DEVD-pNA absorbance 405 nm; D23A/D198A/D206A triple mutant, cannot self-cleave; scale: DMSO 0, 5 µM enzyme 100; 330,000 compounds, 0.093% hits; Caspase-7 (Homo sapiens), P55210; activation, % at 8.5 µM;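 active = percent activation above the screen-wide mean plus 3 SD, cut at about 25% in these data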
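Detection: p-Nitroaniline absorbance at 405 nm, read at 0 and 120 min; system: Uncleavable procaspase-7 mutant enzyme; evaluation: % activation from two-timepoint absorbance difference, scaled to controls; times: 1 h enzyme–compound preincubation and 2 h substrate reaction, both 25 °C; buffer or medium: Zinc-free HEPES pH 7.4 with 300 mM NaCl, 0.01% Triton X-100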
* = called active by the depositor; ? = inconclusive; nt = no result given; [ ] = another dose, or the depositor's remark.

SMILES	MEP2 TOR yeast	CIT2-GFP yeast	AGP1-GFP MLPCN	procasp3 activ	AHR act	LAP4 TOR yeast	RPL19A TOR yeast	procasp7 counter
Cc1ccc(N2C(=O)Nc3ccccc3C2(O)C(=O)NCCCOC(C)C)cc1C (stereo not drawn)	101	91	96	12	1	104	96	3
CC1CN(c2nc3ccccc3cc2-c2ccccc2)CC(C)O1 (stereo not drawn)	100	96	99	-4	-1	96	97	-2
COc1ccc(CNC(=O)c2onc(C)c2Cl)cc1	112	97	106	8	5	109	102	-3
O=c1cc(-c2ccccc2)nc2nc(COc3ccccc3)[nH]n12	89	87	82	-2	5	86	97	4
Cc1cc(C(=O)Nc2ccc(Cl)c(S(=O)(=O)N3CCOCC3)c2)c2ccccc2n1	99	93	97	-5	1	99	99	-14
Cc1ccc(S(=O)(=O)Cc2nc3ccccc3c(=O)[nH]2)cc1	100	102	104	2	27	95	100	5
CCOC(=O)c1sc(=S)n(CC)c1NC(=O)C1CC1	102	102	101	7	2	100	103	-1
COc1ccc2c(c1)C(C1=C(O)CC(C)(C)CC1=O)C1=C(CC(C)(C)CC1=O)O2 (stereo not drawn)	97	91	102	3	12	109	98	-7
Cc1ccc(CNC(=O)CN2CCN(c3ccc(F)cc3)CC2)cc1	98	104	103	-6	-4	91	103	-1
CCCOC(=O)/C(=C\C=C\c1ccccc1)NC(=O)c1ccccc1	88	83	97	-3	4	110	95	5
CC(=O)NS(=O)(=O)c1ccc(N2C(=O)c3ccccc3C2=O)cc1	99	102	104	2	4	96	101	-4
COc1ccc(CNC(=O)CN(c2cccc(OC)c2)S(C)(=O)=O)cc1	98	105	105	-7	2	94	101	2
O=C(CNC(=O)c1ccc(Br)o1)NCC(=O)OCc1ccccc1	101	102	98	-2	5	103	100	5
COc1ccc(NC(=O)CNC(=O)c2nn(-c3ccc(OC)c(Cl)c3)c(=O)c3ccccc23)c(OC)c1	103	101	91	-12	9	91	99	7
CC(C)CCN=CC1=C(O)CC(c2ccccc2)CC1=O (stereo not drawn)	96	97	96	3	3	114	97	4
Cc1ccc(S(=O)(=O)n2nc(OC(=O)c3cccc(F)c3)cc2N)cc1	107	105	104	-25	0	99	105	-48
O=C(COc1ccccc1Br)N1CCNC1=O	99	102	99	1	-1	102	100	1
Cn1nccc1C(=O)OCC(=O)Nc1nc(-c2ccccc2)cs1	104	88	88	13	8	106	93	8
Cc1cc(C(=O)CN2CCN(CC(=O)Nc3cccc(F)c3)CC2)c(C)n1C1CC1	94	92	94	10	1	88	91	6
O=C(CSc1nnc(-c2ccc(F)cc2)o1)c1ccc2c(c1)OCCO2	111	106	112	-2	0	111	104	6

One compound at a time (already shown). Order of screens: MEP2 TOR yeast	CIT2-GFP yeast	AGP1-GFP MLPCN	procasp3 activ	AHR act	LAP4 TOR yeast	RPL19A TOR yeast	procasp7 counter
Record of CC(C)CCN=CC1=C(O)CC(c2ccccc2)CC1=O (stereo not drawn) = 96	97	96	3	3	114	97	4
Record of Cc1cc(C(=O)CN2CCN(CC(=O)Nc3cccc(F)c3)CC2)c(C)n1C1CC1 = 94	92	94	10	1	88	91	6
Record of Cc1ccc(S(=O)(=O)n2nc(OC(=O)c3cccc(F)c3)cc2N)cc1 = 107	105	104	-25	0	99	105	-48
Record of Cn1nccc1C(=O)OCC(=O)Nc1nc(-c2ccccc2)cs1 = 104	88	88	13	8	106	93	8
Record of O=C(CSc1nnc(-c2ccc(F)cc2)o1)c1ccc2c(c1)OCCO2 = 111	106	112	-2	0	111	104	6

Going on with the list.
SMILES	MEP2 TOR yeast	CIT2-GFP yeast	AGP1-GFP MLPCN	procasp3 activ	AHR act	LAP4 TOR yeast	RPL19A TOR yeast	procasp7 counter
CCCCCn1c(=O)c(Cc2ccccc2)c(O)c2ccccc21	104	99	99	15	7	102	96	-6
O=C1c2ccccc2S(=O)(=O)c2cc(C(=O)N3CCN(c4ccc(Cl)cn4)CC3)ccc21	90[may fluoresce red]	69[may fluoresce red]	69[may fluoresce red]	1	5	107[may fluoresce red]	?	3
COC(=O)c1ccc(NS(=O)(=O)c2cc3c4c(c2)CCC(=O)N4CCC3)cc1	95	90	96	-2	-3	93	94	2
CSc1ccc(CCNC(=O)c2ccc(CS(=O)Cc3ccc(Cl)cc3)o2)cc1 (stereo not drawn)	100	110	105	-2	0	96	104	0
CCC(C)C(NC(=O)CCC(=O)OCC(=O)[C@@]1(O)CCC2[C@@H]3CCC4=CC(=O)C=C[C@]4(C)C3[C@@H](O)C[C@@]21C)C(=O)O (stereo partly drawn)	113	103	101	1	7	102	98	12
COC(=O)C(c1ccccc1)C1(O)CC(C)N(C)CC1C (stereo not drawn)	98	93	85	2	0	87	90	3
O=C(NCCCN1CCC(Cc2ccccc2)CC1)c1ccc2nc(N3CCOCC3)sc2c1	99	96	101	8	11	109	93	4
COc1ccc(CCNC(=O)C/C(C)=N/NC(=O)c2ccc([N+](=O)[O-])cc2Cl)cc1OC	92	98	93	0	2	84	104	-3
CC(CNc1ccc([N+](=O)[O-])c2cccnc12)Nc1c([N+](=O)[O-])cc(C(F)(F)F)cc1[N+](=O)[O-] (stereo not drawn)	106	104	98	-2	8	91	109	-8
Cc1ccc(NC(=O)/C(=C\c2cccnc2)NC(=O)c2ccco2)cc1	101	95	95	-2	7	97	97	1
O=C1[C@H]2CC3C=CC2(O3)[C@@H]2OCCCN12 (stereo partly drawn)	97	103	101	10	-2	98	109	10
Cc1ccc(S(=O)(=O)N2CCN(C(=O)COC(=O)CCOc3ccc(C(C)(C)C)cc3)CC2)cc1	99	108	116	0	-2	119	110	-4
CCn1c(SC(C)C(=O)N2CCOCC2)nc2sc(C)c(C)c2c1=O (stereo not drawn)	96	91	103	7	2	103	94	-1
COc1ccccc1CN(CC(=O)NCc1ccc(F)cc1)C(=O)c1csnn1	91	99	100	-4	0	93	97	2
COC(=O)c1ccc(C2c3[nH]c4ccccc4c3C[C@H]3C(=O)N(C)CC(=O)N23)cc1 (stereo partly drawn)	105	110	97	-4	21	96	102	-8
COc1ccc(-c2nnc(Nc3nc4c(OC)cccc4s3)o2)c(OC)c1	107	95	90	9	26	109	102	7
COc1ccc(CCNC(=O)COC(=O)c2cnccn2)cc1	108	97	99	-12	1	107	103	4
CN(C)c1cccc(N(C)C)c1CNC(=O)NC(=O)c1c(F)cccc1F	113	149	118	-2	3	112	95	-3
Cc1ccc(OCCCC(=O)Nc2nnc(C3CCCO3)s2)c(C)c1 (stereo not drawn)	147	117	101	-1	0	116	99	1
CC1=C[C@@H](C)[C@@H](c2ccc(C(F)(F)F)cc2)OC1=O	96	91	92	9	-2	108	101	-8
CN1CCN(C(=O)c2cnn3c(C(F)(F)F)cc(-c4ccc5c(c4)OCO5)nc23)CC1	92	98	92	1	3	94	92	2
COCCNC(=O)C(c1ccc(F)cc1)N(Cc1ccco1)C(=O)CCC(=O)Nc1nccs1 (stereo not drawn)	88	84	81	-5	5	85	96	-4
COc1cc(CN2CCNC(=O)C2CC(=O)N2CCCO2)cc(OC)c1 (stereo not drawn)	104	98	100	6	0	101	103	4
CCn1c(SCC(=O)NCc2ccccc2)nc2nc3c(cc2c1=O)CCCC3	97	92	98	-7	3	100	96	2
CN(c1ccccc1)S(=O)(=O)c1cccc(C(=O)NNC(=O)c2ccccc2)c1	105	105	108	3	1	108	98	3
Cc1cc(OCC(=O)Nc2ccccc2F)nc(C(C)C)n1	109	107	106	2	0	95	100	-3
COc1ccc(-c2oc3ccccc3c2C(=O)OCc2ccc(O)cc2)cc1	104	103	104	7	2	95	98	-2
CCn1c(Cc2ccccc2)nnc1SCC(=O)Nc1nc2ccccc2s1	97	100	103	4	8	99	98	4
CCOC(=O)c1ccccc1NC(=O)CSc1nc2ccncc2[nH]1	93	91	91	4	0	94	89	1
COC(=O)Cc1cc(=O)n(-c2ccccc2)[nH]1	87	82	80	-2	2	96	82	-4

As entered above:
LAP4 TOR yeast result of Cc1cc(OCC(=O)Nc2ccccc2F)nc(C(C)C)n1 → 95
LAP4 TOR yeast result of Cc1ccc(NC(=O)/C(=C\c2cccnc2)NC(=O)c2ccco2)cc1 → 97
CIT2-GFP yeast result of CN(C)c1cccc(N(C)C)c1CNC(=O)NC(=O)c1c(F)cccc1F → 149

(further entries)
SMILES	MEP2 TOR yeast	CIT2-GFP yeast	AGP1-GFP MLPCN	procasp3 activ	AHR act	LAP4 TOR yeast	RPL19A TOR yeast	procasp7 counter
COc1ccc(NC(=O)CCNS(=O)(=O)c2ccc(Cl)c([N+](=O)[O-])c2)cc1S(N)(=O)=O	101	106	102	5	2	88	103	6
O=c1cc(NC2CCCCC2)c2ccccc2o1	108	98	107	1	4	103	103	6
Cc1ccc(S(=O)(=O)NNC(=O)c2ccccc2O)cc1	103	108	104	10	2	95	108	5
COc1ccc(C(=O)N/C(=C\c2ccccc2)C(=O)Nc2ccc(C(=O)O)cc2)cc1	103	93	98	nt	nt	103	106	nt
CCc1noc(C)c1C(=O)N(CCOC)c1c(N)n(CC(C)C)c(=O)[nH]c1=O	90	106	96	-2	8	94	97	3
CCOC(=O)C1CN(S(=O)(=O)c2ccccc2)c2cc(S(=O)(=O)CC)ccc2O1 (stereo not drawn)	104	97	103	8	-2	104	98	9
O=c1[nH]c2ccc(S(=O)(=O)Nc3ccc(Cl)cc3)cc2[nH]1	101	92	110	5	1	86	101	5
COc1ccc(CCNC2=C(Cl)C(=O)N(CCc3ccccc3)C2=O)cc1OC	112	90	97	-8	16	109	98	-11
